B2AR arrestin = agonists driving beta-arrestin recruitment to human beta2-adrenergic receptor; P07550; beta-arrestin recruitment to beta2AR, cell-based reporter; Potency, µM (top dose mostly 46.1 µM), for inactives: at the highest dose activation, usual class: activators; hit rate 0.02% among 330,000; AID 492947;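 note: potency is the fitted concentration of half-maximal effect; 0% = DMSO controls and full agonism = EC100 isoproterenol or metaproterenol; nearly all actives have a fitted effect of over 65% in size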
Giardia killer = Giardia lamblia killing | Giardia lamblia trophozoite viability | activity change, % at 7.66 µM, hits read low | hit rate 0.15% among 340,000; in the data active = activity change below about -80%; inconclusive = between about -30% and that limit;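 note: parasites exposed to compound for two days anaerobically before the ATP read; % is set by controls: 0 for no effect and ±100 for the full control effect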
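Giardia trophozoites, 100 cells per well, were exposed to compounds for 48 hrs at 37 deg C under anaerobic conditions; viability was then read as ATP content by bioluminescence after 15-30 min at room temperature.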
GALK inh = blocks human galactokinase activity; P51570; Purified GALK, Kinase-Glo residual ATP luminescence; Potency, µM (top dose mostly 57.5 µM), without a hit: at the top dose activity change, negative = inhibition, actives largely listed as inhibitors; hit rate 0.007% among 270,000; note: potency is the fitted concentration of half-maximal effect; % is set by controls: 0 for no effect and ±100 for the full control effect
Target sequence (P51570 whole entry, looked up): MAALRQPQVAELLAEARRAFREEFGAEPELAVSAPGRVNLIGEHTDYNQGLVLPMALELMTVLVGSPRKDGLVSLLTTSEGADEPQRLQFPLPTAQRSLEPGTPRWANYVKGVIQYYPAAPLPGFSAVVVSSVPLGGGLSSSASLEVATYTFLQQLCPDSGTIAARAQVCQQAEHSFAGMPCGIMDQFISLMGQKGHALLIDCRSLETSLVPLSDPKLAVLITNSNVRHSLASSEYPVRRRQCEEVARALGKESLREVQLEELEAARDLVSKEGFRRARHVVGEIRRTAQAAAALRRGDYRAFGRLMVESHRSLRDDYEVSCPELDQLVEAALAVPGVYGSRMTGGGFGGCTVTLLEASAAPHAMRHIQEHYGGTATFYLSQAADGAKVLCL
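Compounds were pin-transferred into ATP buffer (35 uM final), then GALK plus galactose (5 nM, 100 uM final) was added. After 1 h at room temperature, Kinase-Glo Plus was added and luminescence read after 10 min.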
Menin-MLL TR inh = menin-MLL binding inhibition, Texas Red mutant peptide; Menin + Texas Red MLL mutant peptide, fluorescence polarization; Potency, µM (titrated, usually from 61.6 µM), without a hit: top-dose FP activity change, negative = inhibition, usual class: inhibitors; hit rate 0.23% among 270,000; active = well fitted inhibition curve with a large enough effect in the polarisation, with a control signal flat, not every such curve was filed as active; inconclusive = small, poorly fitted or top-dose-only effect, or effect the other way, or a change in a side signal; inactive = no such curve, though single readings can be large or run the other way; the % refers to the polarisation; note: potency is the fitted concentration of half-maximal effect; % of control where 0% means no effect; many of its hits are not listed in these tables
Target sequence (O00255 whole entry, looked up): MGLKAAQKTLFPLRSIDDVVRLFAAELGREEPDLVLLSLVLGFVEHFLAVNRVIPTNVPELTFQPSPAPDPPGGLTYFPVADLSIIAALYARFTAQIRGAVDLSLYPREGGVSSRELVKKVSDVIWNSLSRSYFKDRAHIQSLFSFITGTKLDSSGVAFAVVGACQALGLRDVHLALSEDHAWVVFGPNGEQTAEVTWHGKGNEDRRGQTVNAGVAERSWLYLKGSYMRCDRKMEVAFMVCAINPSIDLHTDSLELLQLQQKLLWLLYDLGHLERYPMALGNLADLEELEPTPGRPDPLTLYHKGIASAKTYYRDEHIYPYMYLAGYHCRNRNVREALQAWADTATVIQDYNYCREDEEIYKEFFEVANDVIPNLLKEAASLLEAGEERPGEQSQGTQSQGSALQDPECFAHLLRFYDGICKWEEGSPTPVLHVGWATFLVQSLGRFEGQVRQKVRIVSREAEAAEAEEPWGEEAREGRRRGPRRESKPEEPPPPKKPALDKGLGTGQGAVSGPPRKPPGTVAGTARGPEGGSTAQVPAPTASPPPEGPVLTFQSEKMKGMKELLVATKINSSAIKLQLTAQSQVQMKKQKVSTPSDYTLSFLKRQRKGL
KCNH2 3.1 block = KCNH2 3.1 (human) potassium channel inhibition | hit rate 0.95% among 340,000 | U2OS KCNH2 3.1, thallium flux FluxOr; hits give low values | AID 720553 | activity change, % (tested at about 1.8 µM);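 active = maximum activity change below -70%; inconclusive = maximum activity change from -70% to -50%; inactive = maximum activity change above -50%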;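 note: thallium influx rate constant from kinetic fluorescence after stimulation buffer; % is set by controls: 0 for no effect and ±100 for the full control effect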
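Normalized rate constant (relative to positive and negative DMSO controls) derived from a 2 min kinetic fluorescence read after stimulation; U2OS cells expressing the 3.1 isoform via virus at 1.77 x 10^8 /mL.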
TRPV1 agonist = human TRPV1 agonism; hit rate 0.19% among 320,000; TRPV1-expressing cells, Fluo-8 calcium influx, agonist mode; activation, % at 8.33 µM; Q8NER1; in the data active = activation above about 80%; inconclusive = between about 30% and that limit; note: 0% is about no effect
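TRPV1-expressing cells were cultured overnight at 35.5C and loaded with Fluo-8 calcium dye for 40 to 90 min at room temperature. After a 10 s baseline, compound was added and calcium influx was read kinetically for 3 min (ex 480/em 520 nm).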
PKM2 act = increases activity of human pyruvate kinase M2; purified PKM2, Kinase-Glo ATP luminescence, activation; response scale: 0% is enzyme alone, no compound; Potency, µM (titrated, usually from 57.5 µM), for inactives: at the highest dose activation, most hits filed as activators; hit rate 0.34% among 260,000; P14618; note: potency is the fitted concentration of half-maximal effect; % is set by controls: 0 for no effect and ±100 for the full control effect; nearly all actives have a fitted effect of over 55% in size
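Purified hPK-M2 (>95%) run at intermediate activity with 0.1 mM ADP and 0.5 mM PEP in 50 mM imidazole pH 7.2, KCl, MgCl2; 1 h room temperature. ATP formed read by Kinase-Glo luminescence; normalized to uninhibited and no-enzyme controls.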
USP2a block = inhibitors of human ubiquitin-specific protease USP2a; USP2 core, Ub-CHOP2 coupled fluorogenic reporter, 485/531; Potency, µM (titrated, usually from 38.3 µM), for the others: at the top dose activity change, negative = inhibition, actives largely listed as inhibitors; AID 463254; hit rate 0.01% among 330,000; O75604;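 note: potency is the fitted concentration of half-maximal effect; plate controls were DMSO wells for no effect and full inhibition by NEM control for full effect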
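Cell-free coupled assay: 10nM USP2 core preincubated 30min RT with compound in Tris-HCl pH 8.0/CaCl2/CHAPS buffer, then 25nM Ub-CHOP2 and 25nM reporter substrate; fluorescence (Ex 485/Em 531) read after 60min RT, normalized to NEM inhibition, concentration-response curves fitted.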
KCNH2 WT inh = blocks the wildtype human KCNH2 potassium channel. U2OS, BacMam KCNH2, thallium flux FluxOr; hits give low values. activity change, % at 1.84 µM. hit rate 0.37% among 340,000;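 active = maximum activity change below -70%; inconclusive = maximum activity change between -70% and -50%; inactive = maximum activity change above -50%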; note: % is set by controls: 0 for no effect and ±100 for the full control effect
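U2OS cells were transduced with wild-type KCNH2 virus (2.03 x 10^8 / mL) for 4 h at room temperature, then cultured overnight at 37 C. Thallium flux was read with FluxOr dye. Rate constants were normalized to DMSO controls.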
CXXC DNA block = inhibitors of human MLL CXXC domain-DNA interaction | Q03164 | AID 2662 | hit rate 0.037% among 290,000 | Potency, µM (top dose mostly 115 µM), inactives show at the highest dose activity change, negative = inhibition, most hits filed as inhibitors | MLL-CXXC / FITC-HOXA9 DNA fluorescence polarization; active = well fitted inhibition curve with a large enough effect in the polarisation, with a control signal flat, not every such curve was filed as active; inconclusive = small, poorly fitted or top-dose-only effect, or effect the other way, or a change in a side signal; inactive = no such curve, though single readings can be large or run the other way; the % refers to the polarisation; note: potency is the fitted concentration of half-maximal effect
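Steps: dispense CXXC domain solution (7 uM) → pin compounds or unlabeled HOX-A9 DNA control → 5 min ambient → add FLSN-HOX-A9 solution (50 nM) → spin → 30 min ambient → fluorescence polarization. Tris pH 7.5/NaCl/DTT/BSA buffer.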
FBPA coupling cs = inhibits coupling enzyme system, counter-screen for aldolase hits; activity change, negative = inhibition, % at 58.2 µM, hits read low; hit rate 0.67% among 290,000; AID 2472; coupling enzyme system counterscreen, AmpLite Red fluorescence; in the data active = activity change below about -30%; note: % is set by controls: 0 for no effect and ±100 for the full control effect
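Compounds tested against the coupling enzymes alone at 57.5 uM final; readout was AmpLite Red fluorescence (525/598 nm) after 20 min at RT.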
Numbers without * were called inactive; u = inconclusive; x = not tested or not shown; [ ] = dose if it differs, or a comment. Unless noted, calls come from the whole dose curve; as a rule, active = well fitted curve in the direction sought with a large enough effect; inconclusive = small, poorly fitted or top-dose-only effect, or another doubt; inactive = no such curve, though single readings can be large; an effect the other way counts as inactive or inconclusive. These rows are one share of the data (hit frequency here may not be typical).

SMILES	B2AR arrestin	Giardia killer	GALK inh	Menin-MLL TR inh	KCNH2 3.1 block	TRPV1 agonist	PKM2 act	USP2a block	KCNH2 WT inh	CXXC DNA block	FBPA coupling cs
Cc1ccc(N2C(=O)[C@@H]3[C@H](C2=O)[C@H]2C=CC=NN2[C@@H]3C(=O)Nc2ccccc2)cc1	-1.0%	5	-3%	x	4	0	u	1%	-2	2%	-4
O=C(NCc1cccnc1)C1CCN(S(=O)(=O)c2cccnc2)CC1	-0.1%	0	-2%	x	10	-4	-22%	2%	14	-3%	-3
O=S(=O)(Nc1cccc(S(=O)(=O)N2CCCC2)c1)c1ccc(F)cc1	-1.5%	-5	x	x	-26	2	x	1%	-9	x	x
COC(=O)[C@H](Cc1ccccc1)NC(=O)NCc1cccs1	0.0%	6	-2%	x	u	1	-10%	0%	31	-4%	0
CCCCC(=O)Nc1cc([N+](=O)[O-])ccc1Cl	0.1%	66[activator]	-5%	-1%	3	5	-3%	2%	3	-2%	1
CC(C)(C)C(=O)COC(=O)C1CC(=O)N(c2ccccc2)C1 (stereo unspecified)	-0.2%	-7	7%	-17%	3	6	-9%	1%	16	-15%	4
COc1ccc(CCNC(=O)c2cc(S(=O)(=O)N3CCOCC3)ccc2N2CCCC2)cc1OC	-0.4%	8	x	x	-18	-4	x	0%	1	x	x
CC1CCN(C(=O)CSc2nnc(CNC(=O)c3ccc(S(=O)(=O)N(C)C)cc3)o2)CC1	-0.5%	2	5%	-13%	-4	2	-3%	-2%	-11	u	0
Cc1csc(NC(=O)CSc2ncc(-c3ccccc3)[nH]2)n1	-0.5%	3	0%	-1%	3	21	-1%	2%	-3	1%	2
N#Cc1c(N)nc2c(c1N)CC(CCl)O2 (stereo unspecified)	-0.2%	-5	1%	-6%	0	0	-19%	0%	-10	u	-4
COc1ccccc1NCc1ccc([N+](=O)[O-])s1	-0.1%	-7	1%	32%[activator]	-5	-4	-1%	-1%	22	1%	0
CCOc1ccc(C(C)=O)cc1COc1cccnc1[N+](=O)[O-]	-1.0%	u	0%	0%	10	5	x	0%	-4	0%	-3
CCC(CC)C(=O)N1CC(=O)Nc2ccc(Br)cc2C1c1ccccc1 (stereo unspecified)	-0.3%	-1	-2%	1%	-5	28	-5%	2%	7	-8%	-3
CN(C)c1ccc(/C=N/NC(=O)c2ccn(C)n2)cc1	-0.5%	-10	4%	x	7	8	-27%	-1%	0	0%	2
CC(=Nc1ccccc1C(F)(F)F)c1ccncc1	-0.2%	-15	3%	5%	8	-4	x	3%	15	-7%	6
COc1ccc(S(=O)(=O)NCC2CCCN(C(=O)c3ccccc3)C2)cc1 (stereo unspecified)	-0.4%	-29	6%	-17%	10	-1	2.5µM*	0%	0	-10%	-2
Cc1ccccc1C1CC(=O)NC2=C1C(=O)CCC2 (stereo unspecified)	-0.8%	-24	-2%	x	10	x	-11%	-3%	-11	-3%	0
COc1ccc(CNC(=O)CNC(=O)c2ccc(Br)o2)cc1OC	-0.1%	-7	4%	x	-10	6	-2%	-1%	-1	-5%	x
O=c1c2ccccc2nnn1CSc1nnc(COc2ccc(Cl)cc2)n1Cc1ccco1	-1.2%	-17	0%	25%	-8	0	-6%	-1%	18	3%	x
C=CCNC(=O)C1CC(=O)N(c2ccc(OCC(=O)Nc3ccc(CC)cc3)cc2)C1 (stereo unspecified)	0.2%	-1	-6%	x	16	1	4%	1%	6	28%	x
CCc1noc(C)c1C(=O)N1CCN(S(=O)(=O)c2c(C)c(C)cc(C)c2C)CC1	-1.1%	-18	x	x	-8	0	x	1%	2	x	x
CC(=O)c1ccc(NC2c3ncccc3C(=O)N2Cc2ccc(F)cc2)cc1 (stereo unspecified)	0.0%	-10	0%	1%	4	u	-7%	0%	-16	2%	-3
COC(=O)c1cccc(NC(=O)C(C)(C)C)c1	0.2%	-20	6%	x	0	4	-4%	0%	9	-7%	6
COc1ccccc1N=Nc1c(C)n[nH]c1C	-0.2%	5	0%	2%	-2	1	x	-1%	2	7%	1
CC(C)c1cccc(C(C)C)c1NC(=O)COC(=O)c1ccc(OCC(=O)Nc2cccc(C(F)(F)F)c2)cc1	-0.6%	4	1%	3%	-3	2	-1%	2%	-1	-7%	-2

Some of these compounds in order of molecular weight, rising:
SMILES	B2AR arrestin	Giardia killer	GALK inh	Menin-MLL TR inh	KCNH2 3.1 block	TRPV1 agonist	PKM2 act	USP2a block	KCNH2 WT inh	CXXC DNA block	FBPA coupling cs
COC(=O)[C@H](Cc1ccccc1)NC(=O)NCc1cccs1	0.0%	6	-2%	x	u	1	-10%	0%	31	-4%	0
CCC(CC)C(=O)N1CC(=O)Nc2ccc(Br)cc2C1c1ccccc1 (stereo unspecified)	-0.3%	-1	-2%	1%	-5	28	-5%	2%	7	-8%	-3
COc1ccc(CCNC(=O)c2cc(S(=O)(=O)N3CCOCC3)ccc2N2CCCC2)cc1OC	-0.4%	8	x	x	-18	-4	x	0%	1	x	x

(next part)
SMILES	B2AR arrestin	Giardia killer	GALK inh	Menin-MLL TR inh	KCNH2 3.1 block	TRPV1 agonist	PKM2 act	USP2a block	KCNH2 WT inh	CXXC DNA block	FBPA coupling cs
C=CCn1c(CC(C)(C)C)nc2ccccc21	0.1%	-13	0%	0%	-2	4	1%	0%	0	19%	2
CN(CC(=O)Nc1ccc(F)cc1)C(=O)COC(=O)C1CCN(c2ccc(C(F)(F)F)cn2)CC1	-0.2%	-14	x	x	5	6	x	-2%	5	x	x
COc1ccc(NC(=O)CSc2nnc(CCC(=O)Nc3ccc(C)c(Cl)c3)n2C)cc1	-0.2%	-12	-2%	9%	6	-5	4%	-1%	-13	3%	2
N#Cc1cccc(NC(=O)CSc2sc3c(O)cc(=O)[nH]c3c2C#N)c1	0.2%	34[activator]	0%	u	8	1	4%	-1%	6	12%	1
COc1cc(NS(=O)(=O)c2ccc(NC(=O)/C=C/C(=O)O)cc2)nc(OC)n1	3.4%	-3	4%	-4%	5	-2	0%	1%	-8	-18%	2
CCOC(=O)C1(C(=O)OCC)C(c2ccccc2)CC(O)N1C(C)=O (stereo unspecified)	-0.1%	-4	-1%	8%	-4	1	-1%	-8%	6	5%	-3
COc1ccc(NC(=S)N(CCc2nc3cc(C)c(C)cc3[nH]2)Cc2cccnc2)cc1	0.1%	u	x	14%	-4	-2	-14%	-2%	-3	4%	-1
CC(=O)c1ccc(OCc2cc(C(=O)NCCc3ccc(Cl)cc3)no2)cc1	0.4%	-15	-1%	15%	-6	0	-4%	1%	-3	5%	0
CC(C)(C)c1ccc(C(=O)NC(Cc2ccccc2)C(=O)O)cc1 (stereo unspecified)	0.5%	x	x	8%	x	6	2%	1%	x	5%	13
COc1cc(N2CCOCC2)ncn1	-0.1%	-9	0%	x	-4	x	0%	0%	5	-2%	2
Cc1cc(C(=O)CN2C(=O)C(=O)N(Cc3ccco3)C2=O)c(C)n1CCc1ccccc1	-0.1%	-21	x	x	9	0	x	1%	13	x	x
CN(CCC#N)S(=O)(=O)c1ccc2[nH]cc(C(=O)NCCc3ccccc3)c(=O)c2c1	-2.0%	5	x	12%	-3	22	-2%	2%	-10	19%	6
COc1c(C)cccc1C(=O)NC(=S)Nc1ccccc1N1CCCC1	-0.3%	-3	-3%	x	-16	8	-10%	-1%	2	34%	x
COc1cc(C(=O)Nc2ccc(C#N)cc2)c([N+](=O)[O-])cc1OC	-0.1%	-7	1%	7%	1	0	7%	3%	9	-4%	-3
O=C1C2C3CCCC3=C3CCCC3C2C(=O)N1c1cccc(Cl)c1 (stereo unspecified)	0.1%	-8	3%	-7%	16	3	4%	0%	3	-9%	0

7 compounds out of the list above, sorted by their value in GALK inh, largest number first.
SMILES | B2AR arrestin | GALK inh | Menin-MLL TR inh | TRPV1 agonist | CXXC DNA block
COc1cc(NS(=O)(=O)c2ccc(NC(=O)/C=C/C(=O)O)cc2)nc(OC)n1 | 3.4% | 4% | -4% | -2 | -18%
O=C1C2C3CCCC3=C3CCCC3C2C(=O)N1c1cccc(Cl)c1 (stereo unspecified) | 0.1% | 3% | -7% | 3 | -9%
COc1cc(C(=O)Nc2ccc(C#N)cc2)c([N+](=O)[O-])cc1OC | -0.1% | 1% | 7% | 0 | -4%
C=CCn1c(CC(C)(C)C)nc2ccccc21 | 0.1% | 0% | 0% | 4 | 19%
CCOC(=O)C1(C(=O)OCC)C(c2ccccc2)CC(O)N1C(C)=O (stereo unspecified) | -0.1% | -1% | 8% | 1 | 5%
COc1ccc(NC(=O)CSc2nnc(CCC(=O)Nc3ccc(C)c(Cl)c3)n2C)cc1 | -0.2% | -2% | 9% | -5 | 3%
COc1c(C)cccc1C(=O)NC(=S)Nc1ccccc1N1CCCC1 | -0.3% | -3% | x | 8 | 34%

Screening results as filed in PubChem.
